Bioassay records deposited in PubChem BioAssay by several laboratories.
Yeast superoxide: caloric restriction mimetics inhibiting age-related superoxide in yeast; S. cerevisiae aged cells, superoxide DHE fluorescence; hits give low values; superoxide response (% of plate mean), % at 10 µM; 0.18% of 330,000 active; AID 2690;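 active = superoxide response under a set limit, about three screen SD below normal, cut at about 65% in these data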;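 note: yeast aged for seven days with compound at 30 °C before DHE staining; 100% = average MFI of all compound-treated wells on the plate with controls excluded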
Fh CTSL1 inh: counter-screen for PFM18AAP inhibitors: inhibitors of F. hepatica cathepsin L1 | recombinant F. hepatica cathepsin L1, Z-Leu-Arg-MCA fluorescence | inhibition, % at 5.96 µM | 0.49% of 300,000 active | AID 1906;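 active = inhibition above the mean of all tested compounds plus 3 SD, set per screening campaign, cut at about 17% in these data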;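 note: 0% = plate median of test compound wells and 100% = 1 µM Z-Phe-Ala-diazomethylketone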
EBNA-1 inhibitor: blocks EBNA-1 binding to DNA; EBNA-1 DNA binding, fluorescence polarization; inhibition, % at 14.8 µM; 0.34% of 300,000 active; AID 1950; in the data active = inhibition above about 28%
ZTA DNA inh: blocks Epstein-Barr virus ZTA, an EBNA-1 counter-screen. ZTA-DNA binding, fluorescence polarization. inhibition, % at 11 µM. P03206. 0.15% of 320,000 active; in the data active = inhibition above about 33%
PP5 inh: blocks human protein phosphatase 5 activity; purified PP5c, OMFP substrate fluorescence; inhibition, % at 6.7 µM; 0.18% of 320,000 active; AID 1987;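 active = inhibition above the campaign's mean inhibition across all tested compounds plus 3 SD, cut at about 9.5% in these data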;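 note: 0% = DMSO only and 100% = 100 µM cantharidin control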
Target sequence (P53041 whole entry, looked up): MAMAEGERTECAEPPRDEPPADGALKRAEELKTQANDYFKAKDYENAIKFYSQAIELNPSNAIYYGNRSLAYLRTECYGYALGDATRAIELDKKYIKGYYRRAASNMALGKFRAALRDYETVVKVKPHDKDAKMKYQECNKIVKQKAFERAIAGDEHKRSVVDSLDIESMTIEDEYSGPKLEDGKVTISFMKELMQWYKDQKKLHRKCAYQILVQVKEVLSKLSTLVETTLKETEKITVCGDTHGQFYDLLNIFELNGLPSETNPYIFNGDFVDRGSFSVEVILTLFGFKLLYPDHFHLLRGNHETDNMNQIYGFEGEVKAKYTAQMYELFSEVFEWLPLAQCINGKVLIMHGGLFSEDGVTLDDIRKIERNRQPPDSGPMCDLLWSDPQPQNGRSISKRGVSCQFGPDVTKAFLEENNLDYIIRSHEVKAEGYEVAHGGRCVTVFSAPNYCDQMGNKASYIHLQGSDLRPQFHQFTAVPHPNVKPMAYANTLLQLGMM
TPT1 inhibitor: blocks Candida albicans tRNA 2'-phosphotransferase; recombinant caTPT1, FP RNA substrate dephosphorylation; inhibition, % at 5 µM; 0.81% of 300,000 active; AID 1962;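 active = inhibition above the mean of all tested compounds plus 3 SD, set per screening campaign, cut at about 24% in these data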;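 note: plate controls were DMSO alone for no effect and ferristatin control at 100 nM for full effect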
HCV core dimer: blocks dimerization of HCV core protein; TR-FRET GST/Flag-core106 dimerization, 1536-well; inhibition, % at 5 µM; 0.33% of 300,000 active; AID 1899;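 active = inhibition above the mean of all tested compounds plus 3 SD, set per screening campaign, cut at about 45% in these data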
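Assay system: Tagged HCV core106 pair (GST and Flag) | Buffer or medium: KF-containing HEPES buffer, pH 7.45, DTT, CHAPS, BSA | Also added: Eu donor and XL665 acceptor anti-tag antibodies | Dosing: One concentration, 5 µM, in 0.5% DMSO | Timing: 4 h at 22.5 °C | Technique: TR-FRET 671 and 617 nm emission | Repeats: Singlicate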
JMJD2C inh: blocks human GASC-1 demethylase activity; Q9H3R0; GST-JMJD2C(1-420) H3K9me3 demethylation, DELFIA europium; inhibition, % at 2.35 µM; 0.069% of 330,000 active;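 active = more than half of a compound's replicate wells show inhibition beyond 50%, single wells judged on their own value; inconclusive = some, but no more than half, of replicates pass 50% inhibition; inactive = no replicate passes 50% inhibition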;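 note: signal counts dimethyl H3K9 product captured on neutravidin plate; 0% = median of DMSO wells and 100% = 0.3 times that DMSO median; strong numbers were not always called active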
PP1 counter: counter-screen for PP5 inhibitors: inhibitors of human PP1-alpha; 0.9% of 320,000 active; AID 2235; inhibition, % at 6.7 µM; purified PP1alpha, OMFP fluorescence;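 active = inhibition above the mean inhibition of all tested compounds plus 3 SD, computed separately for each screening campaign, cut at about 15% in these data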
Target sequence (P62136 whole entry, looked up): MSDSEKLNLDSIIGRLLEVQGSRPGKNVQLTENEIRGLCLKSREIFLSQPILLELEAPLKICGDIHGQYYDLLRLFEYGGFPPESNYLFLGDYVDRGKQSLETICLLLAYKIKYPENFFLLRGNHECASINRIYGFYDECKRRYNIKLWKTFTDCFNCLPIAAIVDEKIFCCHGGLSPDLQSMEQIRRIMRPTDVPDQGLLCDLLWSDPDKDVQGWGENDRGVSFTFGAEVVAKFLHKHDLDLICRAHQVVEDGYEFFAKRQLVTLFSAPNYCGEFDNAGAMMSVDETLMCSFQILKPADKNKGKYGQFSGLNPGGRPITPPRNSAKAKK
Numbers without * were called inactive; i = inactive; ? = inconclusive; . = no result given.

SMILES	Yeast superoxide	Fh CTSL1 inh	EBNA-1 inhibitor	ZTA DNA inh	PP5 inh	TPT1 inhibitor	HCV core dimer	JMJD2C inh	PP1 counter
O=C(CC(=O)c1ccccc1)Nc1ccccc1	97.0	1.7	0.2	8.0	-0.7	-3.5	-2.9	5.1	0.5
O=C(NCC1CCCO1)c1csc2c1CCCC2 (stereo not drawn)	123.7	-1.8	5.8	-4.5	-2.3	3.2	0.9	1.2	-3.8
COC(=O)C(C(C)C)N1CCc2c(C)nc3c(C#N)cnn3c21 (stereo not drawn)	94.8	1.8	0.0	14.0	-2.0	2.7	-3.2	-1.5	-3.9
CCn1c(/C=C/c2c(C)[nH]c3ccccc23)nc2ccccc2c1=O	98.7	3.7	3.7	13.9	2.2	37.7*	-0.9	5.0	2.0
Cc1ccc(-n2cc(CN(C)CCc3cn[nH]c3)c(-c3cccc(C)c3)n2)cc1	97.5	0.2	-9.6	2.3	4.1	-2.3	2.1	3.4	2.6
Cc1cccc(NC(=O)c2ccc(CN3CCc4ccccc4C3)cc2)c1C	97.4	-0.2	6.0	3.3	0.5	-5.7	-6.2	i	1.5
CCc1nc2oc3ccccc3c(=O)c2c(=O)n1-c1ccccc1	95.1	0.3	4.9	21.9	1.0	-3.8	4.2	.	-1.2
CCOC(=O)c1cccc(NC(=O)C2CCCN2S(=O)(=O)c2cccc3cccnc23)c1 (stereo not drawn)	93.7	-1.2	-4.6	-16.8	0.4	-4.5	-1.0	2.7	-3.2
COc1ccc(COC(=O)c2sc3nc4n(c(=O)c3c2C)CCC4)cc1	118.6	-5.8	-9.6	-0.6	5.1	-0.2	0.4	-3.6	0.7
COc1c[nH]n(-c2ccccc2)c(=O)c1=O	96.1	-4.3	0.7	-2.2	-1.4	-4.3	5.5	9.8	-3.8

An excerpt from above with just ZTA DNA inh.
| Molecule | ZTA DNA inh |
| --- | --- |
| Cc1ccc(-n2cc(CN(C)CCc3cn[nH]c3)c(-c3cccc(C)c3)n2)cc1 | 2.3 |
| Cc1cccc(NC(=O)c2ccc(CN3CCc4ccccc4C3)cc2)c1C | 3.3 |
| O=C(NCC1CCCO1)c1csc2c1CCCC2 (stereo not drawn) | -4.5 |

Continuation:
SMILES	Yeast superoxide	Fh CTSL1 inh	EBNA-1 inhibitor	ZTA DNA inh	PP5 inh	TPT1 inhibitor	HCV core dimer	JMJD2C inh	PP1 counter
O=C(CN1CCN(c2ccccn2)CC1)Nc1ccc(F)cc1	97.5	-5.5	-5.4	2.5	1.9	1.1	-4.8	-14.2	1.5
COc1ccc(CCN(C(=O)c2ccc(F)cc2)C2=CC3CCC(C2)N3C)cc1OC (stereo not drawn)	104.8	-0.1	-1.0	23.6	1.2	-5.7	-3.8	6.0	-3.7
COc1ccc(CS(=O)(=O)c2ncn[nH]2)cc1	100.4	0.2	-5.5	-0.2	-0.9	-1.4	2.0	?	-5.9
COc1ccc(C(C(=O)NC2CCCCC2)N(C(=O)CCl)c2cccc(Cl)c2)cc1 (stereo not drawn)	178.8	2.9	6.8	-9.5	2.6	3.5	4.8	2.3	2.0
COC(=O)C(Cc1c[nH]c2ccccc12)NC(=O)C(C)C (stereo not drawn)	92.9	-2.2	0.8	-7.2	-2.0	-1.7	1.2	82.1	-5.6
CCOC(=O)COc1cc(-n2c(=S)[nH]c3cc(OC)c(OC)cc3c2=O)c(Cl)cc1Cl	98.9	-2.6	7.4	6.5	2.2	-0.4	-7.0	0.5	1.3
CC(=O)OCP(C)(=O)COC(C)=O	111.0	-1.3	-15.4	-16.3	3.0	7.8	0.8	-25.3	-0.8
CC(C)(CO)NC12CC3CC(CC(C3)C1)C2	115.3	-3.8	-7.2	-5.3	10.8*	2.4	-4.1	1.2	-12.7
COc1ccccc1N1CCN(C(=O)CSc2nc3ccccc3nc2N2CCC(C)CC2)CC1	98.8	5.2	-7.1	7.7	-0.6	3.2	-1.4	11.9	-0.8
O=c1c2ccccc2nnn1Cc1ccccn1	97.5	-1.1	0.6	3.8	3.1	4.6	-1.8	-3.1	-3.7
Nc1ccccc1C(=O)N(Cc1ccccc1)Cc1ccccc1	110.3	-1.2	1.1	-13.7	2.4	-0.5	7.1	-1.8	-1.9
CC(=O)n1cc([C@@H]2C=C(C(=O)Nc3ccccc3)O[C@H](OCc3ccc(CO)cc3)C2)c2ccccc21	102.8	5.3	4.5	1.0	3.4	2.8	3.3	6.9	2.8
CC1CCN(S(=O)(=O)c2ccc(C(=O)NCc3cccnc3)cc2)CC1	75.2	-1.9	5.3	9.7	0.6	-2.0	4.4	1.1	0.4
Cc1n(CC(=O)c2ccc(F)cc2)c2ccccc2[n+]1C	80.2	-7.6	-17.1	-10.3	-4.4	-2.1	1.1	-10.0	-4.8
CN(c1ccc(C(=O)O)cc1)S(=O)(=O)c1ccc(Cl)cc1	116.3	-2.6	-14.9	-3.0	2.5	7.5	1.0	-5.4	-1.8
COc1ccccc1N(Cc1cc(=O)[nH]c2ccccc12)C(C)=O	106.0	-1.9	2.1	7.0	3.3	0.0	6.5	3.8	-2.9
Nn1c(COc2ccccc2)nnc1SC(F)F	97.6	-2.7	-3.5	1.5	-1.0	-0.9	-0.5	1.6	-1.5
Cc1cc(C)c2c(CC(=O)Nc3ccc(Cl)cn3)coc2c1	70.0	1.8	-7.0	-8.2	0.1	-2.1	-0.8	-34.8	1.6
CC(Sc1nnc(N)s1)c1ccccc1Cl (stereo not drawn)	105.2	7.6	2.7	7.7	-1.1	4.5	-1.3	1.7	-3.1
c1ccc(CNc2c3c(nc4ncnn24)CCCC3)nc1	82.7	2.3	9.4	1.4	-0.8	-1.1	-3.5	-8.6	-4.0
Cc1ccc(CNC(=O)c2ccccc2CCc2ccccc2)cc1	105.8	3.4	3.6	15.3	0.7	-0.9	11.2	7.4	4.0
O=C(CCCCCl)Nc1c2c(nc3ccccc13)CCC2	105.0	-7.5	-12.6	-9.9	3.6	1.1	-3.0	0.4	0.9
COc1ccccc1N(CC(=O)N(c1ccccc1)C(C)C)S(=O)(=O)c1cccs1	93.0	-1.9	-5.2	-6.8	2.1	1.1	-0.2	-2.5	2.5
CCCCNC(=O)C1CCC(CNc2c(N3CCC(C)CC3)c(=O)c2=O)CC1 (stereo not drawn)	113.7	3.7	-19.0	-12.4	0.0	2.7	-0.9	0.2	-3.1
COc1ccc(CCNC(=O)C(=O)NCC2CCNCC2)cc1OC	88.3	1.2	-0.7	1.1	2.0	2.3	-1.6	3.4	-3.0
Cc1noc(C)c1S(=O)(=O)N1CCN(Cc2ccc3c(c2)OCO3)CC1	103.1	-0.1	5.2	12.9	-1.7	2.3	-2.2	-7.4	-1.5
COc1ccc(-c2nc(C#N)c(N3CCC(C(N)=O)CC3)o2)cc1OC	114.9	3.0	-12.8	-2.2	4.2	3.0	-0.9	5.0	0.8
COc1ccc(C(C(=O)NC2CCCC2)N(CC2CCCO2)C(=O)Cn2nnc(-c3ccc(C)o3)n2)cc1 (stereo not drawn)	105.5	-4.0	0.3	4.0	1.5	0.9	6.4	-11.9	-7.8
CC(=O)c1ccc(OCCCC(=O)Nc2ccc3c(c2)OCCO3)cc1	99.6	.	.	-0.5	2.0	.	.	-1.3	-1.5
Oc1ccc(CCc2n[nH]c(=S)n2-c2ccc(F)cc2)cc1	99.5	0.4	1.9	1.2	1.3	-2.5	2.7	-0.4	-5.3
Cc1ccc(C)c(NNC(=O)C(=O)NNc2cc(C)ccc2C)c1	110.4	2.4	-6.9	-10.1	3.3	-4.3	0.3	16.4	-1.0
O=C(NCC1CCCO1)C(c1cccs1)N(Cc1cccs1)C(=O)c1ccc(-c2ccccc2)[nH]1 (stereo not drawn)	97.4	1.1	-16.3	-11.7	2.6	4.4	5.5	-6.1	3.6
CSc1nc(=S)n(-c2ccccc2)c(C)c1C(C)=O	86.4	2.4	0.9	-8.0	-2.0	0.7	3.1	-2.8	-3.8
CCC(C)(C(=O)NC1CCCCC1)N(Cc1ccco1)C(=O)c1ccccn1 (stereo not drawn)	103.5	-0.8	7.0	31.9	-3.2	0.8	-2.4	-6.8	-5.9
Cc1cccc(N2CCN(C(=O)Cc3c(C(=O)O)[nH]c4ccc(Cl)cc34)CC2)c1C	107.4	-2.0	-7.7	5.7	6.4	1.2	26.7	-4.1	10.9
CC(C)n1c(N2CCN(C(=O)c3cccs3)CC2)nc2ccccc21	92.5	-3.2	-3.4	-0.8	4.0	4.0	3.2	-4.2	0.9
O=C(NCCSc1ccccc1)c1cncc(Br)c1	93.7	-0.6	7.0	-2.3	1.7	4.3	-6.4	8.8	-4.8
CCOCCCN1CC(C(=O)NCCc2ccccc2)CC1=O (stereo not drawn)	95.4	-1.9	-5.7	-28.7	2.8	1.4	-0.5	-5.8	-4.2
CCO[C@H]1OC(C(=O)N2CCN(Cc3ccccc3)CC2)=C[C@@H](C)[C@@H]1CCCO	98.4	-0.7	-2.1	0.3	2.0	-1.7	-6.2	1.6	1.4
Cc1cc(C)c2c(NC(N)=S)n[nH]c2n1	93.4	2.4	-7.6	-4.7	-2.0	4.8	-1.0	3.2	-5.1
COCCn1nnnc1CN1CCN2CCCC2C1 (stereo not drawn)	100.5	2.9	-5.2	-5.6	1.7	-2.0	0.7	-6.8	-0.7

Compounds above containing two or more sulfur atoms:
SMILES	Yeast superoxide	Fh CTSL1 inh	EBNA-1 inhibitor	ZTA DNA inh	PP5 inh	TPT1 inhibitor	HCV core dimer	JMJD2C inh	PP1 counter
CC(Sc1nnc(N)s1)c1ccccc1Cl (stereo not drawn)	105.2	7.6	2.7	7.7	-1.1	4.5	-1.3	1.7	-3.1
COc1ccccc1N(CC(=O)N(c1ccccc1)C(C)C)S(=O)(=O)c1cccs1	93.0	-1.9	-5.2	-6.8	2.1	1.1	-0.2	-2.5	2.5
O=C(NCC1CCCO1)C(c1cccs1)N(Cc1cccs1)C(=O)c1ccc(-c2ccccc2)[nH]1 (stereo not drawn)	97.4	1.1	-16.3	-11.7	2.6	4.4	5.5	-6.1	3.6
CSc1nc(=S)n(-c2ccccc2)c(C)c1C(C)=O	86.4	2.4	0.9	-8.0	-2.0	0.7	3.1	-2.8	-3.8
